Source: PubChem BioAssay (The Scripps Research Institute Molecular Screening Center)
OXTR potentiate: human OXTR potentiators, primary screen, fluorescence, CHO-OTR cells, Fluo-8 calcium; Oxytocin receptor (Homo sapiens), P30559; Fluo-8 calcium fluorescence, potentiator mode; 0% = oxytocin EC15, 100% = EC100; activation, % at 3 µM; actives 0.061% (n = 320,000);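 active means activation above that plate's cutoff, the mean activation of tested compounds plus 3 SD, cut at about 6.6% in these data, passing the limit was not always enough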;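 further: 100% uses oxytocin at 75 nM as the full agonist control; some results filed as inactive read as strong as hits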
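System: human OTR in CHO cells / Also added: sub-maximal oxytocin, roughly EC15 / Control set: EC15 oxytocin low, 75 nM oxytocin high / Schedule: 6 min compound pre-incubation at room temperature, 100 s kinetic read / Compound: single-point 3.0 µM / Replication: singlicate / Technique: Fluo-8 calcium dye fluorescence / Read-out basis: % activation of max/min ratio relative to oxytocin controls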
CHO-K1 Ca PAM: nonselective calcium activators in parental CHO-K1 cells, primary screen, counter-screen for M1 PAM project, cell-based, Fluo-8 calcium fluorescence, full deck, 1536-well. ATP EC20; 0% at ATP EC20, 100% at ATP max. activation, % at 3 µM. actives 0.02% (n = 360,000);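 active means activation above the run cutoff, the mean activation of all test compounds plus 3 SD, cut at about 40% in these data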;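 further: peak over basal fluorescence ratio in a 140 s read after ATP addition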
V1aR counter: agonists of human V1a receptor, primary screen, counter-screen for OXTR agonist project, fluorescence, CHO-V1R cells; Vasopressin V1a receptor (Homo sapiens), P37288; Fluo-8 calcium fluorescence, agonist mode; 0% DMSO, 100% 3 nM vasopressin; activation, % at 3 µM; actives 0.25% (n = 320,000); AID 2797, 2010;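 active means activation above the mean activation of all tested compounds plus 3 SD, per screening run, cut at about 20% in these data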;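 further: signal is peak over basal fluorescence ratio across a 100 second FLIPR read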
GPR7 antagonist: GPR7 receptor antagonists, primary screen, cell-based, fluorescence, single concentration; GPR7-expressing cells, fluorescence antagonist assay; actives 1.1% (n = 290,000); inhibition, % at 4.4 µM; Neuropeptides B/W receptor type 1 (Homo sapiens), P48145; AID 1861, 2009; in the data active means inhibition above about 16%, passing the limit was not always enough;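 further: cells stimulated with the agonist NPW; 0% = agonist with vehicle and 100% = vehicle without agonist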
Target sequence (P48145 whole entry, looked up): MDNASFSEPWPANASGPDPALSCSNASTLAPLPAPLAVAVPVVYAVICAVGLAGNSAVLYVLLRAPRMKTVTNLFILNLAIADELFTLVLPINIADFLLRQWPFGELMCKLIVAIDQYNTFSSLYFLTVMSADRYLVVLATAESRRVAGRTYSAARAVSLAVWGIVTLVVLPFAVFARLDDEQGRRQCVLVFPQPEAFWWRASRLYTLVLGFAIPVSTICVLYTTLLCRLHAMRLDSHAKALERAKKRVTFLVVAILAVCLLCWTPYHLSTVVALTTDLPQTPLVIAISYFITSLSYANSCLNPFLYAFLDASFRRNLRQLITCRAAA
CHO parental Ca: ATP-evoked calcium signal inhibitors, parental CHO, primary screen, counter-screen for OX1R antagonist project, cell-based, fluorescence, Fluo-8 calcium dye; inhibition, % at 5.6 µM; AID 463079, 2010; parental CHO-K1, ATP-induced calcium, Fluo-8 fluorescence; actives 0.63% (n = 330,000);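 active means inhibition above that plate's mean sample inhibition plus 3 SD, cut at about 26% in these data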;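 further: 0% = ATP-challenged DMSO wells and 100% = DMSO wells without ATP; some compounds past the cut are filed as inactive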
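Test system: untransfected parental CHO cell line; also added: ATP stimulus; dosing: 5.6 µM, single dose; signal: calcium-sensitive Fluo-8 fluorescence; measure: percent inhibition of ATP-evoked calcium rise, normalized to controls; benchmarks: low control ATP plus DMSO, high control DMSO only; replication: one well per compound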
M1 ag parental: counter-screen for M1 agonists: effect in parental CHO-K1 cells | Fluo-8 calcium fluorescence; scaled to maximal ATP response, vehicle zero | activation, % at 3 µM | actives 0.48% (n = 360,000) | AID 602248, 2012; in the data active means activation above about 15%;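 further: untransfected CHO-K1 host cells lacking M1 receptor as counterscreen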
OXTR agonist: human OXTR agonists, primary screen, fluorescence, CHO-OTR cells, Fluo-8 calcium; Oxytocin receptor (Homo sapiens), P30559; AID 2435, 2010; activation, % at 3 µM; Fluo-8 calcium fluorescence; normalized: DMSO 0%, oxytocin 100%; actives 0.32% (n = 320,000);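 active means activation above the mean of all tested compounds plus 3 SD, cutoff set per screening run, cut at about 20% in these data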;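 further: peak over basal fluorescence ratio from a 100 s FLIPR kinetic read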
TAAR1 antag: human TAAR1 antagonists, primary screen, Fluo-8 calcium fluorescence, CHO RD-HGA16 cells | Trace amine-associated receptor 1 (Homo sapiens), Q96RJ0 | antagonist | inhibition, % at 3 µM | actives 1.5% (n = 360,000);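 active means inhibition above a per-plate cutoff, the mean inhibition of test compounds on that plate plus 3 SD, cut at about 49% in these data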;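 further: 0% = DMSO plus EC80 beta-PEA response and 100% = DMSO alone without agonist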
Target sequence (Q96RJ0 whole entry, looked up): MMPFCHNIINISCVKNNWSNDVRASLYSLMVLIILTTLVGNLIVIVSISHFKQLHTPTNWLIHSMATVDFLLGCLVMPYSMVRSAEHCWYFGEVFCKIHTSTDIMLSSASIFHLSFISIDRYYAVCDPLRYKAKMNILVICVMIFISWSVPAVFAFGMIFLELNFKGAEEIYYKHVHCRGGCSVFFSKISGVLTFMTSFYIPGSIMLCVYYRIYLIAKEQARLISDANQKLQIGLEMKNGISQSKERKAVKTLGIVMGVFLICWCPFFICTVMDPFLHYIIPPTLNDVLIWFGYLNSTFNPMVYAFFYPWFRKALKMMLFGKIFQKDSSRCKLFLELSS
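System: CHO RD-HGA16 cells bearing hTAAR1. Reagent: EC80 β-phenethylamine stimulus. Schedule: seeding 17-24 h prior, 75-min 37 °C, 30-min RT dye loading. Signal: Fluo-8 intracellular calcium dye fluorescence, real-time kinetic reads. Read-out: % inhibition from peak post-agonist over basal fluorescence ratio. Benchmarks: vehicle wells and EC80 agonist wells. Replicates: n of 1.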
CHO-K1 Ca antag: nonselective inhibitor or artifact in parental CHO-K1 cells | inhibition, % at 3 µM | AID 602250 | actives 0.6% (n = 360,000) | ATP-induced calcium, Fluo-8 fluorescence;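 active means inhibition above a per-plate cutoff, the plate's mean sample inhibition plus 3 SD, cut at about 24% in these data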;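 further: 0% = DMSO plus EC80 ATP and 100% = DMSO alone without ATP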
The depositor's hits bear a star; x = not tested or not shown.

1: O=C(COC(=O)COc1cccc(Br)c1)Nc1ccc(F)cc1F
2: CCOC(=O)c1sc(NC(=O)Cn2nnc3sc4c(c3c2=O)CCCC4)nc1C
3: CCOC(=O)N/N=C(\C)c1ccc(C)o1
4: COc1cccc(-c2nc(C(=O)NCC3CCCO3)cc3c2[nH]c2ccccc23)c1 (stereo unspecified)
5: Cc1ccc(S(=O)(=O)N2CCC[C@H]2C(=O)Nc2ccc(F)cc2C)cc1
6: C[C@@H]1CN([C@@H](C)CO)C(=O)c2cc(NS(C)(=O)=O)ccc2O[C@@H](C)CCCCO[C@H]1CN(C)C(=O)Nc1ccc2c(c1)OCO2
7: O=C(c1ccccc1Sc1ccccc1[N+](=O)[O-])N1CCCCC1
8: C/C(=N\O)C(=O)NCCCn1ccnc1

Compound	1	2	3	4	5	6	7	8
CHO-K1 Ca antag	-14	-9	-4	8	-20	-2	-2	1
CHO-K1 Ca PAM	8	-6	18	1	25	6	14	3
CHO parental Ca	-9	-18	5	-6	-18	x	0	-8
V1aR counter	4.1	-0.3	-0.4	-0.5	-0.1	x	0.3	0.6
OXTR potentiate	-6	-7	-3	-4	-8	x	-2	-5
TAAR1 antag	5	-17	18	77*	-8	-4	-5	-2
GPR7 antagonist	x	2	-4	1	x	x	0	0
OXTR agonist	3.8	-1.2	-0.9	-0.4	0.8	x	-1.1	1.7
M1 ag parental	3.7	0.1	0.7	3.6	0.7	-0.4	0.5	0.1

9: CCOc1ccccc1-n1c(SCC(=O)Nc2ccccc2C(=O)O)nc2ccccc2c1=O
10: Cc1ccc(-n2nc3c(c2NC(=O)C(C)C)CS(=O)(=O)C3)c(C)c1
11: O=C(NCc1ccc2c(c1)OCO2)c1ccc(CN2CCOCC2)cc1
12: O=C1C2CCCN2C(c2ccco2)N1c1ccc(F)cc1 (stereo unspecified)
13: Cc1cc(/C=N/NC(N)=S)c(C)n1-c1ccc(Br)cc1
14: COCCNC(=O)c1cccc(NC(=O)C2=C(C)OCCS2)c1
15: Oc1ccc(C[C@H]2CN([C@@H](Cc3ccc(O)cc3)CN3CCC[C@@H]3CN3C(=S)NC[C@@H]3Cc3ccccc3)C(=S)N2CC2CCCCCC2)cc1
16: COc1cc(OC)c(NC(=O)CC(C)=O)cc1Cl

Compound	9	10	11	12	13	14	15	16
CHO-K1 Ca antag	-26	-12	-3	-8	-12	-2	12	8
CHO-K1 Ca PAM	8	4	-8	-8	12	3	8	-13
CHO parental Ca	-8	-6	-10	0	-15	-4	x	-12
V1aR counter	-0.3	-0.5	-0.1	0.9	-1.8	2.0	x	-0.4
OXTR potentiate	-6	-2	-8	-18	-20	-8	x	-1
TAAR1 antag	-58	-12	-1	15	95*	-2	10	-6
GPR7 antagonist	-5	-1	-6	-4	11	4	x	-3
OXTR agonist	-0.6	1.5	-0.1	0.1	-0.8	-0.1	x	-2.5
M1 ag parental	-0.6	0.4	0.4	0.5	-0.3	0.7	0.6	0.0

17: COCCN(C(=S)Nc1ccccc1OC)C(C)c1cccs1 (stereo unspecified)
18: O=C(CCCN1C(=O)c2cccc3cccc(c23)C1=O)NCCN1CCOCC1
19: COc1ccc(OC)c(-n2c(=S)[nH]c3cc(C(=O)N4CCCCC4)ccc3c2=O)c1
20: O=C(COC(=O)Cc1ccc(Br)cc1)NCc1ccc2c(c1)OCO2
21: Cc1ccc(CCNC(=O)CS(=O)Cc2nc(-c3cccs3)oc2C)cc1 (stereo unspecified)
22: CC1(C)CC(NC(=O)c2cccc([N+](=O)[O-])c2)CC(C)(C)N1
23: COc1ccc(C(=O)Nc2cc(-c3ccccc3)nn2-c2ccccc2F)cc1
24: COc1ccc(-n2c(O)c(/C=N/NS(=O)(=O)c3ccc(C)c([N+](=O)[O-])c3)c3ccccc3c2=O)cc1OC

Compound	17	18	19	20	21	22	23	24
CHO-K1 Ca antag	-6	-8	-22	6	-9	3	0	4
CHO-K1 Ca PAM	23	15	13	9	15	-2	13	12
CHO parental Ca	-4	1	-7	x	-21	-9	-11	-15
V1aR counter	-1.3	1.5	1.2	x	0.0	-0.3	-0.8	2.2
OXTR potentiate	-2	-5	-14	x	-6	0	-10	-2
TAAR1 antag	2	7	-9	-8	-13	-1	-15	38
GPR7 antagonist	-6	6	-13	x	-12	-14	x	-12
OXTR agonist	-2.2	1.2	0.1	x	0.5	0.4	-1.7	2.5
M1 ag parental	0.0	0.1	1.4	0.3	-0.2	-0.2	-1.1	4.3

25: O=C(NCCN1CCCCC1)c1ccc2c(c1)OCCO2
26: COc1cc(NC(=O)c2cc(-c3cccnc3)nc3ccc(C)cc23)c(OC)cc1Cl
27: CC[C@@]12C(=O)N(c3cccc(Br)c3)C(=O)N1[C@H](c1ccc(Br)cc1)[C@@H]1C(=O)N(C(C)(C)C)C(=O)[C@@H]12
28: COc1ccc(C(=O)NNS(=O)(=O)c2ccccc2)cc1OC
29: COc1cccc(/C=C2\SC(=N)N(c3ccc(F)cc3)C2=O)c1
30: COc1cccc(CNC(=O)CN2C(=O)CSc3ccc(S(=O)(=O)N4CCCCC4)cc32)c1
31: CCO[C@H]1OC(C(=O)N2CCN(Cc3ccc4c(c3)OCO4)CC2)=C[C@@H](C)[C@@H]1CCCO
32: CCOC(=O)C1CCN(C(=O)CCCNC(=O)Cn2cnc3sc(C)c(C)c3c2=O)CC1

Compound	25	26	27	28	29	30	31	32
CHO-K1 Ca antag	-8	x	-5	-8	7	-1	-6	-14
CHO-K1 Ca PAM	22	x	11	0	0	3	-2	6
CHO parental Ca	-5	-22	-33	-10	6	-24	-16	-20
V1aR counter	0.8	1.1	2.2	0.2	1.3	0.3	0.1	0.4
OXTR potentiate	-6	-2	-5	4	-4	-7	-12	2
TAAR1 antag	-9	x	9	3	-7	-32	18	-6
GPR7 antagonist	-10	-1	x	1	-10	2	-19	-3
OXTR agonist	0.2	0.2	0.8	0.3	0.1	-1.0	1.6	-0.8
M1 ag parental	0.4	x	0.4	-0.1	3.6	0.1	1.9	0.4

33: Cc1ccc(NC(=O)c2cc(-c3cc(Cl)ccc3C)n[nH]2)cc1NS(C)(=O)=O
34: COc1ccc2c(C)cc(SCC(=O)Nc3c(C)n(C)n(-c4ccccc4)c3=O)nc2c1
35: Cc1nc(Cl)sc1C(=O)Nc1ccc(C(F)(F)F)cc1
36: O=C(CCc1nnc2ccc(NCc3ccco3)nn12)Nc1ccccc1F
37: COc1ccc(CC(C(=O)Nc2cccc(F)c2)c2nn[nH]n2)c(OC)c1 (stereo unspecified)
38: Cc1cccc(NC(=O)c2ccc3[nH]c(=O)c(=O)[nH]c3c2)n1
39: CCOc1cc(/C=N\NC(=O)c2ccc(NC(=O)CC)cc2)ccc1OC(=O)c1ccccc1
40: CCCCCCSc1nsc(N)n1

Compound	33	34	35	36	37	38	39	40
CHO-K1 Ca antag	-7	-15	-6	-13	-4	-18	5	-7
CHO-K1 Ca PAM	15	17	3	-2	11	8	6	15
CHO parental Ca	x	-15	-4	-1	0	-7	-13	1
V1aR counter	x	-0.8	6.2	0.3	3.5	0.0	0.3	-0.5
OXTR potentiate	x	-1	-10	-7	2	2	-14	1
TAAR1 antag	33	-29	-3	-1	3	4	2	12
GPR7 antagonist	x	-12	4	0	9	-10	-10	-5
OXTR agonist	x	-1.6	1.8	-0.4	0.1	1.9	-0.2	1.7
M1 ag parental	4.4	1.4	5.1	0.2	0.3	0.2	0.2	0.0

41: CCCCN1C(=O)C(CC(=O)NC(c2ccccc2)c2ccccc2)CC(C(=O)N(CC)CC)=C1C (stereo unspecified)
42: Oc1cccc(/C=N/Nc2ccc(Cl)nn2)c1O
43: COc1ccc(CN(CC(=O)NCc2ccco2)C(=O)CCC(=O)Nc2nccs2)cc1
44: O=C(NCCCN1CCCC1=O)c1cc(-c2cccnc2)nc2ccc(Cl)cc12
45: O=C(c1ccc(Cl)nc1)N1CCN(S(=O)(=O)c2ccccc2)CC1
46: Cc1cc(NC(=O)c2ccc(C)s2)n(-c2ccccc2)n1
47: CCSc1ccccc1C(=O)Nc1nncs1
48: O=C(Cc1ccc(Br)cc1)OCC(=O)c1ccc[nH]1
49: O=C(CCCc1nc(-c2ccccc2Cl)no1)NCc1cccnc1
50: Cc1cc(C)cc(OCc2nc3ncc(Br)cc3[nH]2)c1
51: COc1ccc(CN2CCNC(=O)C2CC(=O)NCCC2=CCCCC2)c(F)c1 (stereo unspecified)

Compound	41	42	43	44	45	46	47	48	49	50	51
CHO-K1 Ca antag	-13	-15	-2	-19	-12	-4	-2	-10	-6	5	-10
CHO-K1 Ca PAM	18	18	14	7	-8	3	-2	-2	15	-4	11
CHO parental Ca	x	-12	-4	-19	-16	-5	-15	-8	-7	-1	-13
V1aR counter	x	0.9	0.4	-0.3	-0.5	-0.6	0.1	0.5	3.7	-0.2	1.2
OXTR potentiate	x	-8	-8	-3	-4	-13	-13	-3	-3	-11	-14
TAAR1 antag	0	0	8	8	-5	-8	-22	-5	13	-12	-26
GPR7 antagonist	x	44*	8	-11	-13	-12	-8	x	-9	-6	-3
OXTR agonist	x	0.0	0.1	-0.7	0.9	0.0	-0.4	-0.6	3.2	0.1	0.1
M1 ag parental	0.4	4.2	0.1	3.8	0.7	0.0	0.6	0.2	1.0	-0.2	1.6
